G6PDH counter: L. mesenteroides G6PDH inhibitors, counter-screen for G6PDH-coupled screening assays, biochemical, Leuconostoc mesenteroides enzyme; AID 1020, 2008; 0.12% of 200,000 active; inhibition, % at 5 µM; Purified L. mesenteroides G6PDH, diaphorase/resazurin coupled fluorescence, 45 min; in the data active = inhibition above about 50%
Hsp70 act: Hsp70 transcriptional activators, primary screen, cell-based, HeLa, Hsp70 promoter luciferase, luminescence, 10 µM; HeLa Hsp70 promoter luciferase reporter; scaled: vehicle 0, proteasome-inhibitor control 100%; activation, % at 10 µM; 0.04% of 200,000 active; AID 1203, 2008;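 active = activation above the mean across all tested compounds plus 3 SD, cutoff set per campaign, cut at about 5.5% in these data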;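 also: 100% = MG132 at 30 µM as the positive control and 0% = DMSO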
STAT1 act: STAT1 signaling activators, primary screen, cell-based, HTS, luciferase reporter. 2.6% of 200,000 active. activation (% of control), % at 5.5 µM. AID 932, 2007. NIH 3T3 STAT1-luciferase reporter, IFN-gamma, luminescence; 100% = IFN-gamma alone, no compound;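 active = activation above the screen-wide mean activation plus 3 SD, cut at about 130% in these data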;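 also: raw ratio to IFN-gamma control signal so 100% means no change and 0% no light; values of inactives mirror those of a sister screen read the other way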
TLR4 MyD88 comp: inhibitors of TLR4-MyD88 association in cells, primary screen, cell-based, HeLa CL3-4, BLA complementation, FRET ratio. HeLa CL3-4 TLR4/MyD88 BLA complementation. Toll-like receptor 4 (Homo sapiens) + Myeloid differentiation primary response protein …. inhibition, % at 8.4 µM. 0.18% of 200,000 active; in the data active = inhibition above about 25%;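 also: 0% = vehicle and 100% = reference inhibitor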
Target sequence (O00206 whole entry, looked up): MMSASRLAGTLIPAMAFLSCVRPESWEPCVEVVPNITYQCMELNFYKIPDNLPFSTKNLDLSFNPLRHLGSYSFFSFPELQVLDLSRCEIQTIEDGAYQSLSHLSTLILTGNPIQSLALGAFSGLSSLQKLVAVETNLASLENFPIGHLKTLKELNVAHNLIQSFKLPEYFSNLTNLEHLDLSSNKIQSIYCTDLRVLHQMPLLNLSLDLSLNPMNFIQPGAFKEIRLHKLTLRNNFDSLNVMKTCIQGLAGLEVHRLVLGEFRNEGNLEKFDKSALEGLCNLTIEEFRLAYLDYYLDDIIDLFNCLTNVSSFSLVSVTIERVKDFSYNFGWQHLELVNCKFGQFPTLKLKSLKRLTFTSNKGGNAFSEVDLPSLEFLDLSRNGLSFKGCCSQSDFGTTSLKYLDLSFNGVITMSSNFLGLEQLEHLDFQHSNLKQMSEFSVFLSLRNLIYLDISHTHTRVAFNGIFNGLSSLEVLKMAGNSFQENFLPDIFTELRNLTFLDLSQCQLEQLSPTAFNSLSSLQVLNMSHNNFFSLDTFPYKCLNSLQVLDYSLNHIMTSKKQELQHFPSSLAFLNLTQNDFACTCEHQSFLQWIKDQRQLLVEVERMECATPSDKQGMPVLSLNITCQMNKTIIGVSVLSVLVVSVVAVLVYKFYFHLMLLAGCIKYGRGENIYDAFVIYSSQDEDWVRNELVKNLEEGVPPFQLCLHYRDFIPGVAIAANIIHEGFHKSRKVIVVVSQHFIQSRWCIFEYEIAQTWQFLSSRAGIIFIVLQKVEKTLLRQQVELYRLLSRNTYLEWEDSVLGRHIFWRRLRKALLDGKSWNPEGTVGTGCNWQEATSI
Target sequence (Q99836 whole entry, looked up): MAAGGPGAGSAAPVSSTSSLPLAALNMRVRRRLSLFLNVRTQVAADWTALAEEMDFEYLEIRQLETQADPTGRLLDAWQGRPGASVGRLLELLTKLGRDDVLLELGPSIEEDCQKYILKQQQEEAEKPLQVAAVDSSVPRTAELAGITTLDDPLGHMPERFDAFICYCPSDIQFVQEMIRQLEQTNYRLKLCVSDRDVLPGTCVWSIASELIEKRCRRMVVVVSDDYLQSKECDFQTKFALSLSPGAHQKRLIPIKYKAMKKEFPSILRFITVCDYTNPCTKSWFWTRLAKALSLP
Diaphorase act: compounds boosting diaphorase resazurin reduction – biochemical, uHTS, resorufin fluorescence, counter-screen for diaphorase-coupled primary assays, primary screen; Diaphorase/resazurin coupled assay, 16 min; hits give high values; 1 = vehicle wells, 0 = NADH-free wells; activation factor at 20 µM; 0.005% of 190,000 active;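 active = diaphorase activity raised at least twofold by the compound at 20 µM; inactive = activation factor below 2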
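Assay system: Purified diaphorase enzyme from Clostridium kluyveri | Amount: Enzyme 0.07 U/mL final | Dosing: Compound 20 µM once, DMSO 1% | Timing: 16 min reaction at room temperature | Detection: Fluorescence, excitation 544 nm and emission 590 nm | Evaluation: Higher resorufin formation from activation or reduction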
STAT1 blocker: STAT1 signaling inhibitors, primary screen, cell-based, HTS, luciferase reporter | 0.35% of 200,000 active | NIH 3T3 STAT1-luciferase reporter, IFN-gamma, luminescence | AID 920, 2007 | inhibition, % at 5.5 µM;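 active = inhibition above a set limit, the mean inhibition across all tested compounds plus 3 SD, cut at about 34% in these data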;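 also: 0% = IFN-gamma with DMSO and 100% = IFN-gamma with 300 µM nifuroxazide; values of inactives mirror those of a sister screen read the other way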
STAT3 act: IL-6 driven STAT3 reporter potentiators, primary screen, U3A cells, luciferase, luminescence, MLSCN library | IL-6 STAT3-luciferase reporter; 100% = signal with IL-6 EC80 alone | activation (% of control), % at 5.6 µM | 0.91% of 190,000 active | AID 871, 2007;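 active = activation above the screen-wide mean of compound activation plus 3 SD, cut at about 130% in these data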;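 also: 0% = background luminescence of wells with medium and substrate only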
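Material: STAT3-luciferase reporter U3A cells; Probe or stimulus: IL-6 (33 ng/mL); Incubation: compound pre-incubation 1 h before IL-6, then 6 h stimulation at 37 °C; Technique: luminescence from STAT3-driven luciferase reporter; Evaluation: % activation versus median of IL-6-stimulated wells; Controls: IL-6-only high control.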
APP transl inh: inhibitors of APP translation via 5'UTR reporter, primary screen, APP 5'UTR luciferase, SH-SY5Y cells; SH-SY5Y APP 5'UTR-luciferase reporter, luminescence; inhibition, % at 2 µM; 0.82% of 190,000 active;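 active = inhibition above a set limit, derived from the sample mean plus 3 SD, cut at about 45% in these data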; also: values of inactives mirror those of a sister screen read the other way
Diaphorase inh: diaphorase inhibitors and chemical oxidizers, primary screen, counter-screen for diaphorase-coupled primary assays, biochemical, uHTS, resorufin fluorescence; diaphorase resazurin-to-resorufin fluorescence, NADH, 16 min; bacterial (C. kluyveri) enzyme, not human; inhibition, % at 20 µM; 0.69% of 190,000 active; AID 1217, 2008;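 active = primary screen inhibition at 20 µM above a set limit, cut at about 50% in these data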;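 also: plate controls were DMSO with full reaction for no effect and wells lacking NADH for full effect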
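System: Diaphorase enzyme from Clostridium kluyveri | Amount: Enzyme working solution with 0.14 U/mL diaphorase | Benchmarks: No-NADH positive control and DMSO neutral control | Signal: Fluorescence of resorufin formed from resazurin, Ex 544/Em 590 nm | Schedule: 16-min room-temperature incubation before reading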
STAT3 blocker: IL-6 driven STAT3 reporter inhibitors, primary screen, U3A cells, luciferase, luminescence, MLSCN library. inhibition, % at 5.5 µM. 0.89% of 190,000 active. AID 862, 2007. IL-6 STAT3-luciferase reporter; host cell line lacks STAT1;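 active = inhibition above the mean inhibition across all screened compounds plus 3 SD, cut at about 44% in these data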;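 also: 0% = DMSO only wells and 100% = 100 µM nifuroxazide control wells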
* marks the source's active call; other numbers are inactive results; . = no result given. Rows were taken by chance; any-hit rate near 6.1%.

SMILES	G6PDH counter	Hsp70 act	STAT1 act	TLR4 MyD88 comp	Diaphorase act	STAT1 blocker	STAT3 act	APP transl inh	Diaphorase inh	STAT3 blocker
Cc1ccc(-n2nnc(-c3nccs3)n2)cc1	7	-0.5	24	8	0.9	83*	.	-118	6	.
Cn1c(C(=O)OC(C(=O)NCc2ccco2)c2ccncc2)cc2sccc21 (centres undefined)	0	-0.3	93	4	0.8	8	98	6	16	5
O=S(=O)(/N=C(/c1ccc(Cl)cc1)N1CCOCC1)c1ccc(Cl)cc1	6	-0.2	98	9	0.8	2	99	-12	15	12
Cc1ccc(-c2nnc(-c3ccc(NC(=O)c4cccs4)cc3)o2)cc1	0	-0.4	107	2	1.1	-7	94	-22	-7	12
Cc1cc(C(=O)NNC(=S)NC(C)c2ccccc2)c2ccccc2n1 (centres undefined)	5	-0.2	96	4	0.9	5	100	.	7	6
O=C1C(=O)N(CCN2CCOCC2)C(c2cccnc2)/C1=C(/O)c1ccccc1 (centres undefined)	2	-0.2	105	4	.	-6	105	2	.	0
CC(C)(C)c1cnnn1-c1ccc(-c2csc(N)n2)cc1	9	-0.5	96	2	0.9	4	93	-2	8	14
CCCCc1nnc(NC(=O)CSc2nc(C)cc(=O)[nH]2)s1	7	0.1	107	6	0.9	-7	102	12	15	-1
COc1ccccc1NC(=S)N(CCc1nc2cc(C)c(C)cc2[nH]1)Cc1cccnc1	0	-0.1	105	-15	1	-6	108	-1	0	-7
Nc1cc(-c2ccc(Br)cc2)nc2cc(-c3ccccc3)nn12	3	-0.2	116	14	0.8	-19	88	3	20	18
O=C(O)c1ccccc1C(=O)OCc1ccccc1	13	-0.1	103	-10	0.9	-5	101	12	8	-2
CCOc1ccc(-n2nnnc2SCC(=O)N2CCOCC2)cc1	5	-0.3	101	7	0.9	-3	103	-8	12	0
CN(C)Cc1c(-c2ccc(Cl)cc2)nc2ccccn12	2	-0.2	141*	17	1	-48	97	-65	2	9
CCCN1C(=O)c2ccccc2NC1c1cc(OC)c(OC)c(OC)c1 (centres undefined)	5	-0.7	98	-3	0.8	7	103	1	17	0
Cc1c(S(=O)(=O)N2CCCC(C(=O)O)C2)cnn1C (centres undefined)	2	0.1	96	-13	1.1	3	100	-30	-6	2
CCOC(=O)C(NC(C)=O)C(=O)Nc1ccc(C(C)C)cc1 (centres undefined)	5	-0.1	96	0	1	4	103	-4	-2	0
COCCCNC(=O)CC1Oc2ccccc2NC1=O (centres undefined)	-7	-0.2	103	-9	0.9	-3	96	-11	10	11
COc1ccc(NC(=O)c2ccc(COCC(F)(F)F)cc2)cc1OC	-13	-0.5	104	-10	0.9	-4	99	23	13	-1
CCOC(=O)N1CCN(C(=O)CSc2cc(C)nc3c(-c4ccccc4OC)c(C)nn23)CC1	-23	-0.3	91	8	0.8	10	94	-6	24	12
Cc1cc(C)nc(NS(=O)(=O)c2ccc(NC(=O)c3ccc(S(=O)(=O)N4CC(C)OC(C)C4)cc3)cc2)n1 (centres undefined)	20	-0.4	100	11	1	1	111	-32	3	-13
CCOC(=O)C1=C(N)N(c2ccc(N3CCCCC3)cc2)C(=O)C1	1	-0.2	96	-10	0.8	4	91	1	19	16
CSc1c(SCc2ccccc2)cnn(Cc2ccccc2)c1=O	5	-0.4	99	4	0.7	1	93	4	27	8
Cc1cc(C)c2oc(C(=O)Nc3nnc(C(C)C)s3)cc(=O)c2c1	-4	-0.1	103	-4	0.9	-3	96	-11	11	7
C=CCN(c1cccc(C(F)(F)F)c1)S(=O)(=O)c1cccc(C(=O)OCC(=O)NC)c1	-13	-0.4	96	0	0.9	4	97	-10	12	-1
Cc1ccc(Cn2c(=N)n(CC(O)COc3ccccc3)c3ccccc32)cc1 (centres undefined)	8	-0.5	80	4	1.1	22	97	-1	-8	9

Shown as a hit in STAT1 blocker, of those listed so far:
mol	Hsp70 act	STAT1 act	TLR4 MyD88 comp	STAT1 blocker	STAT3 act	APP transl inh
Cc1ccc(-n2nnc(-c3nccs3)n2)cc1	-0.5	24	8	83*	.	-118

(listing goes on)
SMILES	G6PDH counter	Hsp70 act	STAT1 act	TLR4 MyD88 comp	Diaphorase act	STAT1 blocker	STAT3 act	APP transl inh	Diaphorase inh	STAT3 blocker
Cc1sc(N)nc1C12CC3CC(CC(C3)C1)C2	6	-0.1	106	-5	0.9	-8	102	-16	13	4
COc1ccc2c(c1)C1(Nc3ccccc3C(=O)N1c1ccccc1)C(=O)N2 (centres undefined)	2	-0.1	101	-9	0.9	-1	104	10	13	-2
COc1ccc(C(=O)O/N=C2\CCCc3nonc32)cc1	6	-0.3	100	-10	0.8	0	100	3	19	0
Cc1nn(C)c(C(=O)Nc2ccc(Cl)c([N+](=O)[O-])c2)c1Cl	3	0.2	107	9	1	-8	100	1	0	0
COc1ccc(C(=O)N2CCC(C(=O)NCc3ccccn3)CC2)cc1	0	0.3	106	-5	0.9	-7	98	-13	9	7
C#CCNc1cc(-c2ccccc2)nc2ncnn12	6	-0.1	106	-1	1	-9	98	-9	1	5
Cc1ccccc1Oc1nc2ccccn2c(=O)c1/C=C(\C#N)C(=O)Nc1c(C)n(C)n(-c2ccccc2)c1=O	0	-0.3	106	5	0.8	-7	105	-2	17	-3
O=C(Nc1nc(-c2ccc3c(c2)OCO3)cs1)C1COc2ccccc2O1 (centres undefined)	-60	-0.2	98	-6	0.9	3	96	28	15	5
O=C(CNC(=O)c1ccncc1)N/N=C/c1cc(Br)ccc1O	23	-0.4	99	-1	1	1	94	4	-4	9
CCCOc1ccc(/C(O)=C2\C(=O)C(=O)N(CCCOC)C23C(=O)N(C)c2ccccc23)cc1 (centres undefined)	10	-0.4	99	12	1	3	82	3	-3	28
Cc1oc(CC(C)C)cc1C(N)=O	5	-0.3	99	-9	.	0	98	0	.	4
O=C(O)CSCc1nc2ccccc2s1	7	-0.2	111	8	0.9	-11	144*	4	8	-44
COc1cc(CNC(=O)c2ccc(Cn3nc(C)c(Cl)c3C)o2)cc(OC)c1	-2	-0.1	95	9	0.8	6	103	-9	18	1
COc1ccc(/C=N/NC(C)(C)C)c(OC)c1	10	-0.1	98	-7	0.8	2	101	-12	19	4
COc1ccc(Br)cc1CNC(=O)CCNC(=O)Cn1ccc2ccccc2c1=O	0	0.0	103	-4	0.8	-5	106	-3	17	1
COc1ccc2c(C)nc(Nc3nc(C)c(C)c(=O)[nH]3)nc2c1	1	0.1	200*	0	0.9	-112	127	-2	6	-31
CCOC(=O)c1c(-c2ccccc2)nc2ccc(C)cn12	8	0.0	138*	-4	1	-42	114	-66	-3	-17
CCOC(=O)C1=C(CSc2nc3c(cc2C#N)CN(C)CC3)OC(N)=C(C#N)C1c1ccc(F)cc1 (centres undefined)	4	-0.4	92	-2	0.8	9	104	6	19	-8
CCOC(=O)C1CCN(C(=O)CSc2nnc(-c3ccco3)n2-c2ccccc2)CC1	5	-0.2	105	-6	0.9	-5	104	1	10	-2
O=S(=O)(Nc1cccc(S(=O)(=O)N2CCOCC2)c1)c1ccc(Cl)s1	6	-0.2	99	0	1	0	101	3	4	5
COCCNC(=O)/C(C#N)=C/c1ccc(OCc2ccc(F)cc2)cc1	10	-0.3	116	-1	0.8	-20	106	-10	16	0
O=S1(=O)C=C(Oc2ccc3ccccc3c2)c2ccccc21	11	-0.2	102	14	0.9	-2	99	-9	6	6
CCOC(=O)c1cnc2ccc(OCC)cc2c1NCCN1CCOCC1	14	-0.1	97	-4	1.1	1	87	-16	-12	18
CSC1=NC2(CC(c3ccccc3)Oc3cc(O)ccc32)CC(C)(C)N1 (centres undefined)	2	-0.2	102	2	0.8	-4	95	5	20	9
CC(C)NC(=O)C1CCCN(S(C)(=O)=O)C1 (centres undefined)	-2	-0.2	88	-3	0.9	13	97	-10	6	7

One compound at a time, as listed above. Order of values: G6PDH counter	Hsp70 act	STAT1 act	TLR4 MyD88 comp	Diaphorase act	STAT1 blocker	STAT3 act	APP transl inh	Diaphorase inh	STAT3 blocker
Cc1nn(C)c(C(=O)Nc2ccc(Cl)c([N+](=O)[O-])c2)c1Cl is listed as 3	0.2	107	9	1	-8	100	1	0	0
CCOC(=O)C1CCN(C(=O)CSc2nnc(-c3ccco3)n2-c2ccccc2)CC1 is listed as 5	-0.2	105	-6	0.9	-5	104	1	10	-2
CC(C)NC(=O)C1CCCN(S(C)(=O)=O)C1 (centres undefined) is listed as -2	-0.2	88	-3	0.9	13	97	-10	6	7

New compounds follow:
SMILES	G6PDH counter	Hsp70 act	STAT1 act	TLR4 MyD88 comp	Diaphorase act	STAT1 blocker	STAT3 act	APP transl inh	Diaphorase inh	STAT3 blocker
OCC1(Cc2ccccc2)CCN(C2CCN(c3ccc(F)c(F)c3)CC2)CC1	7	-0.3	89	-4	.	11	99	7	.	5
OC1CC(c2ccco2)NC2(CCCCC2)C1 (centres undefined)	25	0.0	108	5	1.1	-8	114	16	-5	-10
COc1cc([N+](=O)[O-])ccc1-c1ccc(C(=O)Nc2ccc(NC(C)=O)cc2)o1	-8	-0.4	100	-2	0.5	0	95	1	47	1
CCOC(=O)C1(CC)CC(CSc2nc3ccccc3[nH]2)OC1=O (centres undefined)	2	-0.2	96	2	0.9	4	100	-3	8	2
O=C(O)Cc1cn(-c2ccccc2)nc1-c1ccccc1	-1	0.2	100	5	0.9	-1	108	31	9	-7
O=C(c1ccc(Cl)c(S(=O)(=O)N2CCCC2)c1)N1CCN(c2ccccc2F)CC1	3	0.0	91	-11	0.9	8	100	-7	11	6
O=C(N/N=C/c1cc([N+](=O)[O-])c(N2CCOCC2)cc1N1CCOCC1)c1cccnc1	2	-0.1	99	5	1	1	92	12	4	20
O=C(Cn1cc2c(n1)CCCC2)Nc1cc(-c2cccc(Cl)c2)no1	-18	-0.5	110	-11	0.7	-14	110	-21	34	-13
CC(=O)N1c2ccccc2Nc2ccccc21	-4	0.0	93	9	0.9	8	100	7	5	-1
COC(=O)/C=C/C(=O)N1CCN(c2cccc(Cl)c2)CC1	16	-0.4	90	11	0.8	11	97	23	15	4
Cc1ccccc1N1C(S)=C(C#N)C(=O)NC1c1ccco1 (centres undefined)	20	-0.1	102	-3	0.6	-1	97	-13	36	5
O=C(/C=C/NCc1ccc(F)cc1)c1ccccc1	9	0.4	117	-5	0.9	-19	108	-12	14	-5

Screens as filed in PubChem.
